Compound activity as filed in PubChem BioAssay.
MIN6 prolif: inducers of beta-cell replication in MIN6 cells; MIN6 cells proliferation, ATPlite luminescence, 48 h; cells starved in 0.2% serum; 100% = growth in 10% serum; 330,000 tested, 0.29% active; proliferation, % at 10 µM; AID 2380;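 active means compounds whose signal lies at least 3.5 SD above the mean of all wells on their plate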;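 further: 0% = DMSO-treated cells in low-serum medium and 100% = 10% serum control; some compounds called inactive have numbers as strong as hits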
hIAP inh: blocks human intestinal alkaline phosphatase; purified IAP, CDP-Star luminescence, 30 min; 330,000 tested, 0.12% active; AID 2544; inhibition, % at 10 µM;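 active means inhibition reaching a set limit with compound at 10 µM in the primary screen, cut at about 35% in these data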;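 further: plate controls were DMSO wells with enzyme for no effect and no-enzyme buffer wells for full effect; values of inactives mirror those of a sister screen read the other way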
Target sequence (P09923 whole entry, looked up): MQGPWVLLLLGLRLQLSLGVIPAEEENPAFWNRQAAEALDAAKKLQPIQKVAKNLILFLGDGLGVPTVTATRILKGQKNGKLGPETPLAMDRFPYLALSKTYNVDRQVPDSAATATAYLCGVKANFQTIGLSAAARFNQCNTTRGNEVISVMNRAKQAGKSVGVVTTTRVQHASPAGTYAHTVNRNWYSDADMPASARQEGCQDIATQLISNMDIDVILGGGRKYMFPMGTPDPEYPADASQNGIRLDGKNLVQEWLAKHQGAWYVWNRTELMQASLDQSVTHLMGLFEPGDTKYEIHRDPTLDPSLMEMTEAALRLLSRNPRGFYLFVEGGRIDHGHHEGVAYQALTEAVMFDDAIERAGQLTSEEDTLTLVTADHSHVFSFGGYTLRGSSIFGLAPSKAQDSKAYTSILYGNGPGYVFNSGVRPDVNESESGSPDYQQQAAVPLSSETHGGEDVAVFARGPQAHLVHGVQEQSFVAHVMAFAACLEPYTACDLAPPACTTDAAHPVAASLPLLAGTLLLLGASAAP
mIAP activ: mouse IAP activation; muIAP, CDP-Star luminescence, 30 min; active compounds read high; 1 = vehicle-only enzyme signal, 0 = enzyme-free wells; 330,000 tested, 0.24% active; activation factor at 10 µM;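 active means activation factor of at least 2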; further: the source names both 10 and 20 µM as test concentration; values of inactives mirror those of a sister screen read the other way
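System: Mouse IAP enzyme | Also added: CDP-Star substrate | Dosing: Compounds dispensed in DMSO | Schedule: 30 min enzyme-substrate-compound incubation at room temperature | Technique: Chemiluminescence readout | Control set: DMSO-only wells and no-enzyme negative control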
A3A deaminase: inhibitors of human APOBEC3A DNA deaminase; P31941; recombinant A3A, FAM/TAMRA ssDNA deamination fluorescence; inhibition, % at 20 µM; 330,000 tested, 0.41% active; AID 493011;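 active means at least 40% inhibition at 20 µM here, with at most 30% in a related deaminase screen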;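 further: plate controls were A3A with DMSO for no effect and wells lacking A3A enzyme for full effect; some results filed as inactive read as strong as hits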
Target sequence (P31941 whole entry, looked up): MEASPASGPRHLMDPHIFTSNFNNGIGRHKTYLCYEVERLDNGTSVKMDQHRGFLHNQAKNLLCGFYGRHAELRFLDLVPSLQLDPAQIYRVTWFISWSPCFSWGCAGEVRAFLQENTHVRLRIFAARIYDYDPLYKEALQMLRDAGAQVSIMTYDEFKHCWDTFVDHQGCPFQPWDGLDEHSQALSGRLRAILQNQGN
mIAP block: blocks mouse intestinal alkaline phosphatase | AID 2806 | inhibition, % at 10 µM | 330,000 tested, 0.2% active | purified mouse IAP, CDP-Star luminescence, 30 min;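 active means inhibition of at least 40% at 10 µM in the primary screen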;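 further: plate controls were DMSO with enzyme for no effect and no enzyme wells for full effect; values of inactives mirror those of a sister screen read the other way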
NALP3 yeast inh: inhibitors of NALP3 inflammasome in yeast; 330,000 tested, 0.39% active; inhibition, % at 10 µM; Yeast reconstituted NLRP3/ASC/caspase-1, beta-gal luminescence, 24 h;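 active means inhibition of 50% or more; inactive means inhibition below 50%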;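 further: plate controls were induced DMSO wells for no effect and uninduced yeast grown without galactose for full effect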
APOBEC3G inh: inhibitors of human APOBEC3G DNA deaminase | Q9HC16 | recombinant A3G, ssDNA deamination FAM/TAMRA fluorescence | inhibition, % at 20 µM | 330,000 tested, 0.28% active | AID 493012;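 active means inhibition of at least 40% at 20 µM, with no more than 30% in the related APOBEC3A deaminase screen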;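 further: plate controls were DMSO wells with A3G for no effect and wells lacking A3G enzyme for full effect; some compounds called inactive have numbers as strong as hits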
hIAP act: human IAP activation | P09923 | purified human IAP, CDP-Star luminescence, 30 min; active compounds read high; 1 = vehicle-only enzyme, 0 = enzyme-free background | activation factor at 10 µM | 330,000 tested, 0.16% active;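 active means activation factor of the enzyme at least 2-fold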; further: the source names both 10 and 20 µM as test concentration; values of inactives mirror those of a sister screen read the other way
SENP1 inh: blocks the human SENP1 SUMO protease catalytic domain; 360,000 tested, 0.21% active; Q9P0U3; inhibition, % at 10 µM; recombinant SENP1 catalytic domain, CyPet-SUMO1-YPet FRET cleavage; AID 624204;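 active means inhibition at least 30% at 10 µM, raw YFP signal under a set limit, fluorescence ratio 0.5 to 1.5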;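 further: 0% = enzyme with DMSO and 100% = no enzyme wells; some results filed as inactive read as strong as hits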
Target sequence (Q9P0U3 419-644 limits assumed): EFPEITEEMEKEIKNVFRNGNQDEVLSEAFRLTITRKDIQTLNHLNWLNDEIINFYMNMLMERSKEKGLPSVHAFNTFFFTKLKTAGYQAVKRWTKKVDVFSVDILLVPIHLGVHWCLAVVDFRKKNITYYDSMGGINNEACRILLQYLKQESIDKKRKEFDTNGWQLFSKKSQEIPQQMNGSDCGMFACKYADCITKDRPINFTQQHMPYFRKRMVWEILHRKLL
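Assay system: hSENP1 catalytic domain, recombinant. Amount: SENP1 enzyme, 20 pM final. Schedule: 50 min reaction, RT, dark. Technique: FRET, CFP and YFP emission. Control set: no-enzyme wells low, DMSO-plus-enzyme wells high control.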
The depositor's hits bear a star; x = no result given. A portion of the library; rates above refer to the full screens.

Order of results: MIN6 prolif	hIAP inh	mIAP activ	A3A deaminase	mIAP block	NALP3 yeast inh	APOBEC3G inh	hIAP act	SENP1 inh
- CN1CCN(CC(=O)n2c3c(c4ccccc42)CCCC3)CC1
  -2	-10	1	-3	-1	24	6	1.1	-17
- Cc1noc(C)c1S(=O)(=O)Nc1ccccc1Oc1ccccc1
  -2	-16	1	3	-1	-11	5	1.2	-3
- COc1ccc(-c2oc(NC(=O)c3ccc(C)cc3)c(C#N)c2-c2ccc(OC)cc2)cc1
  -1	5	0.9	-3	10	23	-2	0.95	-3
- COc1ccc(NS(=O)(=O)c2cccc(C(=O)O)c2)cc1S(=O)(=O)N1CCOCC1
  6	8	0.93	1	7	-3	-1	0.92	2
- O=C(Cn1c(NCCO)nc2ccccc21)c1cccs1
  -1	5	1.1	1	-10	17	-2	0.95	1
- O=C(CSc1nc(C2CC2)nc2sc3c(c12)CCCC3)NCc1ccco1
  -1	10	1.2	1	-15	14	1	0.9	0
- Clc1ccc(-c2nc(Cc3ccccc3)no2)cc1
  -2	-2	0.89	1	11	7	-6	1	1
- CC(C)CN1C(=O)C(=O)N(CC(=O)N2c3ccccc3NC(=O)CC2C)C1=O (stereo not given)
  0	24	0.98	2	2	-2	3	0.76	0
- O=C(Nc1ccc2c(c1)OCCO2)c1ccc(Cl)c(Cl)c1
  -2	-16	1	-4	-3	42	-8	1.2	0
- CCO[C@@H]1OC(C(=O)O)=C[C@H](c2ccc3c(c2)OCO3)[C@H]1CCCO
  -4	-3	0.9	0	10	12	-6	1	0
- Cc1cc(C)c(C#N)c(Nc2cccc(C)c2C)n1
  0	7	0.98	-3	2	28	-5	0.93	2
- CCCCNC(=O)CSc1nc2cc(OC)c(OC)cc2c(=O)n1Cc1ccc(OC)cc1
  0	8	1	-1	-1	0	-5	0.92	3
- Cc1nc2ccccn2c1C(=O)N/N=C/c1ccc([N+](=O)[O-])cc1
  -4	7	0.96	-3	4	6	-7	0.93	x
- CCC(C(=O)Nc1ccccc1F)n1nc(C)c2c(C)n(-c3ccccc3)nc2c1=O (stereo not given)
  -3	-12	1	-3	-4	2	-4	1.1	-3
- Cc1[nH]c(=O)[nH]c(=O)c1S(=O)(=O)N1CCN(c2ccccc2)CC1
  0	29	0.95	-7	5	11	-9	0.71	1
- COc1ccccc1NC(=O)C(Cc1ccc(Cl)cc1)c1nn[nH]n1 (stereo not given)
  0	-3	1	5	-2	2	-2	1	1
- O=C(Nc1cccc2ccccc12)c1ccc([N+](=O)[O-])o1
  -5	-8	1.1	-1	-7	13	-5	1.1	1
- c1ccc(SCCN2CCN(c3ccccc3)CC2)cc1
  -1	3	0.95	-4	5	4	-4	0.97	3
- Nc1c(C(=O)NCCN2CCOCC2)c2nc3ccccc3nc2n1-c1ccccc1
  -1	-3	1	2	-3	-1	-2	1	-18
- O=S(=O)(NCCc1ccccc1)c1ccc(S(=O)(=O)N2CCCCC2)cc1
  -1	-85	0.95	11	5	7	-3	1.9	0
- CC(NC(=O)c1ccc(N2CCNCC2)c([N+](=O)[O-])c1)C12CC3CC(CC(C3)C1)C2 (stereo not given)
  -6	-8	0.98	3	2	2	-12	1.1	x
- COc1ccc(C2c3c(ncn(CCCO)c3=N)Oc3ccc4ccccc4c32)cc1OC (stereo not given)
  -4	-12	1.1	2	-6	-1	-2	1.1	-1
- CCOC(=O)C1CCN(c2ncnc3c2c(-c2ccccc2)cn3-c2ccccc2)CC1
  -7	3	0.98	-4	2	1	-3	0.97	0
- O=C(Cc1cccs1)NNC(=S)NCc1ccc(Cl)cc1
  -2	-76	0.88	-2	12	17	-4	1.8	-2
- O=C(Nc1ccc(N2CCN(C(=O)c3ccco3)CC2)cc1)c1cccnc1Cl
  -4	1	0.99	-3	1	3	-6	0.99	2
- CN1CCN(C(=O)/C(=C/c2cccnc2)NC(=O)c2cccc(Br)c2)CC1
  2	9	0.89	-1	11	23	-8	0.91	-1
- COc1cc(C2NC(=O)NC(O)(C(F)(F)F)C2C(C)=O)cc(OC)c1OC (stereo not given)
  -3	-4	0.96	-3	4	6	-7	1	0
- CC(=O)Nc1nnc(SCc2ccc(F)cc2)s1
  -2	11	1	-1	-1	18	-2	0.89	-1
- Cc1ccc(N2CC(C(=O)Nc3ccccc3C(=O)NC3CCCCC3)CC2=O)cc1C (stereo not given)
  0	19	1.1	-2	-5	16	-5	0.81	0
- CCOc1ccc(CCNC(=O)COC(=O)c2cccc(S(=O)(=O)N3CCOCC3)c2)cc1OCC
  -1	-3	0.96	1	4	6	5	1	-1
- COc1cc(OC)cc(-c2cc3nc(C)c(CCC(=O)NCc4ccccc4)c(C)n3n2)c1
  -3	-5	1.1	-4	-14	-9	-2	1	2
- CCc1cc(C(=O)Cc2ccc(F)cc2)c(O)cc1O
  1	14	1	-6	-4	-12	-8	0.86	2
- COC(=O)COc1cccc2c(=O)n(CC(=O)NCCc3ccc(OC)c(OC)c3)ccc12
  0	3	0.89	-3	11	-7	-2	0.97	1
- CCc1ccc(CN2CCC(n3nccc3NC(=O)c3ccc4c(c3)OCO4)CC2)cc1
  2	-26	1.3	-4	-27	22	-1	1.3	1
- O=C(CSc1nnc(CNC(=O)c2ccccc2)o1)NCCc1ccccc1
  6	-15	1	-1	-2	-1	-6	1.2	0
- COc1ccc(NC(=O)CSc2nnnn2C2CCCC2)c(OC)c1
  -1	-5	1	4	-5	5	-1	1	0
- COc1ccccc1/C=C/C(=O)N1CCc2cc(OC)c(OC)cc2C1C (stereo not given)
  -3	7	1	-3	-2	22	-4	0.93	-2
- COc1ccc(-c2nnc(SC)n2C)cc1
  -2	22	0.86	1	14	-3	-8	0.78	2
- CCOC(=O)c1ccc(NC(=O)C(C)Sc2nc(O)c(-c3ccccc3)c(=O)[nH]2)cc1 (stereo not given)
  -4	9	0.95	7	5	4	4	0.91	-1
- CCOc1ccc2nc(NC(=O)NC3CCCCC3)sc2c1
  -3	6	1.2	-1	-23	11	-5	0.94	-2
- COc1ccc(CC(=O)OCC(=O)Nc2ccc(F)cc2)cc1
  1	-13	0.96	-5	4	11	-8	1.1	5
- CC(=O)c1cc(CN2CCN(CCC(C)C)C(CCO)C2)cs1 (stereo not given)
  -1	-5	0.96	-6	4	10	-7	1	1
- Cc1cc(N/C(=N\S(=O)(=O)c2ccc(F)cc2F)c2ccccc2)no1
  4	9	1	1	-1	-7	0	0.91	4
- O=C(Cc1ccccc1[N+](=O)[O-])NCc1ccco1
  2	2	0.96	1	4	13	-3	0.98	-2
- CSCc1nnc(NC(=O)c2ccc(S(=O)(=O)N(C)C)cc2)o1
  -2	4	0.95	1	5	12	-5	0.96	1
- CCOc1cc(/C=C2/C(=O)NN(c3cccc(Cl)c3)C2=O)ccc1O
  0	33	0.83	-3	16	6	-1	0.67	2
- CCC(=O)NC1=C(C#N)C2(CCCC2)Cc2ccccc21
  0	13	0.93	-4	7	12	-6	0.87	1
- COc1ccc(CCNC(=O)C(=O)NCC2CCCN2S(=O)(=O)c2cc(C)ccc2C)cc1 (stereo not given)
  2	6	1	-3	-1	5	-7	0.94	-2
- COc1ccc(NC2=CC(c3ccc(OC)cc3)N(c3ccc(OC)cc3)C2=O)cc1 (stereo not given)
  -2	8	0.95	-6	5	0	-6	0.92	-17
- Cc1ccccc1C(C)NC(=O)COC(=O)Cn1cc(C(F)(F)F)ccc1=O (stereo not given)
  2	8	1.1	-3	-5	15	-5	0.92	1

Following part:
Order of results: MIN6 prolif	hIAP inh	mIAP activ	A3A deaminase	mIAP block	NALP3 yeast inh	APOBEC3G inh	hIAP act	SENP1 inh
- COc1cc(/C=N/NC(=O)c2cccc3ccccc23)cc(OC)c1OC
  7	5	1	-2	0	-14	-4	0.95	2
- O=C(O)CCn1cc(/C=C/C(=O)c2ccc(Cl)cc2)c(-c2cccc(Br)c2)n1
  -7	15	1.1	-6	-10	-9	-1	0.85	1
- CC(C)C[C@H](NC(=O)c1nc[nH]c1C(=O)N1CCc2ccccc2C1)C(=O)OC(C)(C)C
  -2	-48	1	0	-1	1	-8	1.5	-2
- CC(=O)N1CCN(C(=S)c2ccc(-c3ccc(Cl)cc3)o2)CC1
  -3	21	0.81	-2	19	17	5	0.79	1
- CCOC(=O)c1ccccc1NC(=S)N1CCN(C(=O)c2ccco2)CC1
  1	0	1.1	-1	-6	16	1	1	5
- O=C1Nc2ccc(NS(=O)(=O)c3cccs3)c3cccc1c23
  -2	3	0.98	1	2	8	-5	0.97	5
- COc1cccc2cc(-c3ccccc3)oc12
  -3	-9	0.96	-6	4	10	-1	1.1	14
- O=c1[nH]c(=S)[nH]c2nc(-c3ccccc3)cnc12
  1	-17	0.92	1	8	18	4	1.2	-24
- Cc1cccc(CSCc2ccc(C(=O)NC3CCCC3)o2)c1
  -1	-19	1.1	1	-9	7	1	1.2	1
- CC1=NCCN1CCNC(=O)Nc1ccc(C(C)(C)C)cc1
  -2	-24	1.2	0	-17	18	-11	1.2	-1

Compounds above that contain a CF3 group:
Order of results: MIN6 prolif	hIAP inh	mIAP activ	A3A deaminase	mIAP block	NALP3 yeast inh	APOBEC3G inh	hIAP act	SENP1 inh
- COc1cc(C2NC(=O)NC(O)(C(F)(F)F)C2C(C)=O)cc(OC)c1OC (stereo not given)
  -3	-4	0.96	-3	4	6	-7	1	0
- Cc1ccccc1C(C)NC(=O)COC(=O)Cn1cc(C(F)(F)F)ccc1=O (stereo not given)
  2	8	1.1	-3	-5	15	-5	0.92	1

The listing continues.
Order of results: MIN6 prolif	hIAP inh	mIAP activ	A3A deaminase	mIAP block	NALP3 yeast inh	APOBEC3G inh	hIAP act	SENP1 inh
- O=C(COc1cccc(C(F)(F)F)c1)NCC(c1ccco1)N1CCCCC1 (stereo not given)
  7	-16	0.96	-2	4	19	-5	1.2	-2
- O=C(NCc1cccnc1)c1cc(S(=O)(=O)N2CCCCC2)ccc1Cl
  2	12	0.97	-1	3	-15	-6	0.88	3
- O=C(NCCc1ccncc1)Nc1ccccc1Cl
  1	12	0.98	1	2	4	-2	0.88	2
- COc1ccccc1NS(=O)(=O)c1cccc(C(=O)NC2CCN(Cc3ccccc3)CC2)c1
  -4	-8	1	7	0	7	-12	1.1	-5
- COc1ccccc1CNc1ncnc2nc[nH]c12
  -2	-58	0.95	0	5	5	-3	1.6	-7
- Cc1sc2ncn(Cc3ccccc3F)c(=O)c2c1C
  -1	27	0.91	2	9	23	-3	0.73	-1
- CC1CCN(c2nc3ccccc3nc2C(C#N)C(=O)NC2CCCCC2)CC1 (stereo not given)
  0	10	0.88	-2	12	-6	-3	0.9	x
- O=C1CC(N(CCc2ccccc2)C(=S)Nc2ccccc2)C(=O)N1c1ccc(Br)cc1 (stereo not given)
  -6	11	1.1	1	-13	13	-8	0.89	-11
- COc1ccccc1C(=O)OCCN=C1NS(=O)(=O)c2ccccc21
  0	2	0.97	-4	3	4	-13	0.98	2
- CCCn1c(N)c(N2CCCCC2)c(=O)n(CC(=O)Nc2ccc(OC(F)(F)F)cc2)c1=O
  0	3	1	-7	-2	-3	-7	0.97	-2
- COc1cc(Cl)c(CN2CCC(CCC(=O)NC3CC3)CC2)cc1OC
  -1	-42	0.88	-2	12	10	0	1.4	0
- CCOC(=O)Cc1cnc(N)s1
  -2	6	1	2	0	0	0	0.94	0
